HTR5A inv ctr: HTR5A inverse agonists in luminescence cell assay, primary screen, counter-screen for OPRM1-OPRD1 heterodimer inverse agonist project, full-deck HTS | HTR5A cell line, inverse agonism | inhibition, % at 9.3 µM | 0.083% of 340,000 active; in the data active = inhibition mostly above about 23%, no sharp cut-off; inactive = mostly below about 18%;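 note: 0% = cells with DMSO and 100% = no-cell wells with DMSO; some compounds called inactive have numbers as strong as hits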
PvdQ acylase: P. aeruginosa PvdQ acylase inhibitors, primary screen, biochemical, fluorescence, plate reader and imaging, single point; purified PvdQ acylase; 0.063% of 340,000 active; PvdQ acylase [Pseudomonas aeruginosa LESB58]; inhibition, % at 10 µM; in the data active = inhibition above about 30%, passing the limit was not always enough; inconclusive = no clear call, values can overlap the other calls;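 note: 0% = vehicle neutral wells and 100% = reference inhibitor wells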
HTR5A ag ctr: HTR5A agonists in luminescence cell assay, primary screen, counter-screen for OPRM1-OPRD1 heterodimer agonist project, full-deck HTS; 5-hydroxytryptamine receptor 5A (Homo sapiens), P47898; AID 504692, 2011; activation, % at 9.3 µM; cell-based; 0.61% of 340,000 active; in the data active = activation mostly above about 9.5%, no sharp cut-off; inactive = mostly below about 7.6%;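 note: 0% = cells with vehicle only and 100% = reference agonist; strong numbers were not always called active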
MITF TRPM1 HTS: activators of MITF-driven TRPM1 promoter reporter, primary screen, cell-based, SK-MEL-5, luciferase, single point; 0.75% of 300,000 active; activation, % at 12.5 µM; SK-MEL-5 TRPM1-promoter luciferase, 24 h; % of positive control, neutral wells = 0;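 active = mean activation of at least 80% with every replicate also reaching 80%; inconclusive = mean reaches 80% but some replicate falls short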;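 note: 0% = neutral control wells and 100% = parthenolide positive control wells; values of inactives mirror those of a sister screen read the other way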
V-ATPase pHluor: regulators of yeast V-ATPase proton pumping, primary screen, pHLuorin cytosolic pH fluorescence | S. cerevisiae | response, % at 10 µM | 0.37% of 350,000 active; in the data active = response mostly above about 7.3%, no sharp cut-off; inactive = mostly below about 5.4%; note: actives read high; inactives centre near 0; some compounds called inactive have numbers as strong as hits; reference of the scale not given here
CDK5 p35 inh: inhibitors of human CDK5/p35 kinase, primary screen, biochemical, single concentration. 0.01% of 330,000 active. inhibition, % at 10 µM. AID 488839, 2010. Recombinant CDK5/p35, ADP-Glo luminescence, 60 min;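 active = highest replicate inhibition of at least 50% and at least 75% of replicates reaching 50%; inconclusive = only one of the two criteria met; inactive = both criteria failed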;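 note: plate controls were DMSO neutral control for no effect and GW8510 at 10 µM for full effect; many of its hits are not listed in these tables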
SR-BI HDL uptake: inhibitors of SR-BI mediated HDL lipid uptake, primary screen, ldlA[mSR-BI] cells, fluorescence, single point. ldlA[mSR-BI] CHO cells, DiI-HDL uptake fluorescence, 3 h. inhibition, % at 12.5 µM. 0.96% of 320,000 active. AID 488896, 2010;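 active = mean replicate inhibition of at least 70% and a set share of replicates each scoring 70 or more; inconclusive = meets just one of the two criteria; inactive = fails both criteria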;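 note: 0% = median of neutral control wells and 100% = median of positive control wells; values of inactives mirror those of a sister screen read the other way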
Target sequence (Q61009 whole entry, looked up): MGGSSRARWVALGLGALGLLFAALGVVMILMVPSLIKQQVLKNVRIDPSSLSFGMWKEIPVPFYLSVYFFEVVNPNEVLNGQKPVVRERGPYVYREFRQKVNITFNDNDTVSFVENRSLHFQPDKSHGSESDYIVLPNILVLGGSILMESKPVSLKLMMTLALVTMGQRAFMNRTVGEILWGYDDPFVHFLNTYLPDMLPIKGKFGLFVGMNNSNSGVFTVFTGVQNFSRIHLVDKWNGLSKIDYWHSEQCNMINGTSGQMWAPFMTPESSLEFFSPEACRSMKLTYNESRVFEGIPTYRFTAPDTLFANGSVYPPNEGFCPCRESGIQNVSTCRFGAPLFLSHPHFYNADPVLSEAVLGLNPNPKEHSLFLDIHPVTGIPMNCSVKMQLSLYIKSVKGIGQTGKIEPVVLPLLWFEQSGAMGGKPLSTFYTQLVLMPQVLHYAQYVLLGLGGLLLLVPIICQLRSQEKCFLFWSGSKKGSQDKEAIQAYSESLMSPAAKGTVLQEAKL
dFosB activator: activators of delta FosB homodimer, primary screen, biochemical, fluorescence polarization, TAMRA-CDK5 oligo, single point; Protein FosB (Mus musculus), P13346; purified delta FosB; percent of positive-control signal above neutral wells; activation, % at 25 µM; 0.99% of 340,000 active; AID 493131, 2011;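 active = mean activation above about 17%, with every replicate also reaching it, limit read from the data, passing the limit was not always enough; inconclusive = only one of the two conditions met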;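 note: fluorescence polarization rise as delta FosB binds a TAMRA Cdk5 AP-1 oligo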
Target sequence (P13346 whole entry, looked up): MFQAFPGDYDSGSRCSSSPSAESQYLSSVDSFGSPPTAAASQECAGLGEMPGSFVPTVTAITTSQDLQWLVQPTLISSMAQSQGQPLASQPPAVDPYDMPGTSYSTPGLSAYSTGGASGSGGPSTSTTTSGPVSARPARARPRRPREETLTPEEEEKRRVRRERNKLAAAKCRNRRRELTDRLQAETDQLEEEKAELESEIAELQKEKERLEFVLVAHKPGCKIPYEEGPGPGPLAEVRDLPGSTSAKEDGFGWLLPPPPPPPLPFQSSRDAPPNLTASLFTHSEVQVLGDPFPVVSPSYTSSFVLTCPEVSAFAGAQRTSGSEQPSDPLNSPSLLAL
Wnt act: Wnt/beta-catenin pathway activators, primary screen, cell-based, plate reader, single point; Wnt/beta-catenin reporter cell assay, activator; activation, % at 9.35 µM; 1.2% of 300,000 active; in the data active = activation above about 30%, passing the limit was not always enough; inconclusive = no clear call, values can overlap the other calls;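 note: 0% = neutral control wells and 100% = positive control wells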
NSD2 inh: NSD2 histone methyltransferase inhibitors, primary screen, biochemical, AlphaScreen, single concentration, set 2; NSD2 peptide methylation, 120 min; inhibition, % at 12.5 µM; 0.54% of 310,000 active; AID 743445, 2014; in the data active = inhibition above about 50%
An asterisk follows results filed as active; ? = inconclusive; nt = not tested or not shown; & = joins results of further samples.

structure,MITF TRPM1 HTS,PvdQ acylase,SR-BI HDL uptake,HTR5A inv ctr,CDK5 p35 inh,NSD2 inh,dFosB activator,HTR5A ag ctr,Wnt act,V-ATPase pHluor
C[C@H](CO)N1C[C@H](C)[C@@H](CN(C)S(=O)(=O)c2ccccc2)Oc2ccc(NC(=O)c3ccncc3)cc2C1=O,4,-5,-4,3,1.5,nt,-2,-2,-2,-2
Cn1nc(-c2ccccc2)cc1NC(=O)CCCC(=O)O,4,-9,-15,12,0.9,1,-3,-2,1,3
Cn1ncc(C(N)=O)c1NC(=S)NC(=O)c1ccc(Br)o1,-15,-17,10,26,1.3,-2,4,-9,-2,-2
O=C(Nc1ccc2c(c1)OCO2)c1cnc(Cl)c(Cl)c1,53,8,-3,-20,1.9,-1,13,7,-1,-1
Cc1ccc(NC(=O)COc2ccccc2)c(NC(=O)c2ccccc2C)c1,-3,-9,1,-7,0.3,-1,3,-2,nt,nt
COC(=O)c1ccccc1NC(=O)c1ccccc1N(C)S(C)(=O)=O,0,-11,25,-14,0.1,0,-1,3,-3,-2
CCn1cc(CN(C)S(=O)(=O)c2cccc([N+](=O)[O-])c2)cn1,-6,-13,5,0,-0.5,0,-2,0,0,-2
CCOC(=O)c1ccc(-c2ccc3c(c2)CCC3)nc1C,76,-4,4,-6,0.0,-7,-11,2,38*,-3
COc1cc(C)nc(N(Cc2ccccc2)S(=O)(=O)c2ccccc2)n1,7,10,-6,-3,0.0,-3,-12,1,nt,4
CC1=C(C(=O)Nc2ccccc2C(=O)NC2CCC(C)CC2)SCCO1 (centres undefined),0,-5,13,4,0.2,-1,-3,-1,3,0
Cc1ccc(-n2c(-c3ccncc3)nnc2-c2cccs2)cc1,4,5,6,-3,-0.7,0,-6,1,6,1
CN1C(=O)CSc2ccc(NC(=O)NCCC3=CCCCC3)cc21,5,-1,28,-3,-0.3,-1,-11,0,nt,0
Cc1cccc(C(=O)Oc2ccc(/C=N/NC(=O)c3ccc(O)cc3)cc2)c1,-12,-11,20,4,-0.7,1,34*,0,0,-3
O=C(NC1CCSc2ccccc21)c1ccc(F)c(S(=O)(=O)N2CCOCC2)c1 (centres undefined),2,4,6,-35,0.0,-7,-13,2,0,-5
CCCCOC(=O)Nc1nnc(CCOCC)s1,-10,-6,-23,-10,0.1,-2,-2,2,nt,3
Cn1c(=O)c2c(nc(SCC(=O)N3c4ccccc4CCc4ccccc43)n2C)n(C)c1=O,-1,-5,2,8,-0.2,1,-9,-3,nt,nt
CCn1c(=O)c(NC(=O)c2ccccc2)c2n(c1=S)CCCCC2,-1,-5,-14,-9,-0.4,-2,2,-1,nt,-2
COc1ccc(N2CCN(C(=O)c3cccc(NC4=NC5CS(=O)(=O)CC5S4)c3)CC2)cc1 (centres undefined),-3,-22,0,-3,-0.7,6,-1,2,0,-4
COc1cccc(OC)c1C(=O)Nc1cccc(-n2cnnn2)c1,-16,0,-5,9,-7.6,5,-10,6,2,1
Cc1cc(NC(=O)c2ccco2)ncc1NC(=O)Cc1ccccc1,59,1,29,6,2.7,2,-2,-3,nt,3
N#Cc1c(NC(=O)CSc2ncn(-c3ccccc3)n2)sc2c1CCCC2,-1,-11,-21,14,0.4,-2,-11,-4,nt,6
COc1cccc(C(=O)COC(=O)C2CC(=O)N(c3ccc(Oc4ccccc4OC)cc3)C2)c1 (centres undefined),20,-7,34,-14,-1.7,-1,-14,6,1,-3
Cc1ccc(-c2nnc(NCCCO)c3ccccc23)cc1,-4,-14,17,-13,-0.5,2,-1,3,2,3
Cc1cc(C)n(-c2nc(C)nc(NCc3ccccc3)n2)n1,-3,7,4,-23,-0.7,1,0,9,nt,2
COc1ccc(/C(C)=N/OC/C(O)=C(\C#N)c2nc3ccccc3[nH]2)cc1,-1,-8,-18,-20,4.7,-2,-3,3,0,0
CC(C)=CCc1c(O)cc2c(=O)c3ccc(O)cc3oc2c1O,nt,1,-2,-16,-0.5,nt,?,5,-2,-3
Nc1cccc2nsnc12,nt,-8,-16,1,5.0,0,1,-3,1,0
CC1CCCN(CCCNC(=O)C2CC(=O)N(c3ccc(F)c(Cl)c3)C2)C1 (centres undefined),8,3,-25,3,0.7,-1,-5,1,nt,2
CC(=O)Nc1ccc(S(=O)(=O)NC(CC(=O)NCCC2=CCCCC2)C(C)C)cc1 (centres undefined),-10,-11,1,1,-1.5,1,-6,-2,-2,-6
COc1ccc(S(=O)(=O)N2CCOCC2)cc1NC(=O)Cc1c(Cl)cccc1Cl,-6,-5,17,-1,-1.6,0,-8,1,nt,-2
CCC(C(=O)NCCCc1ccccc1)n1nc(C)c2c(C)n(-c3ccccc3)nc2c1=O (centres undefined),-19,-6,15,-12,-0.6,2,-9,-1,1,1
O=C(CCl)N(CCCNC(=O)C(F)(F)F)c1ccc([N+](=O)[O-])cc1,nt,-7,-1,-8,-0.5,2,1,-1,-2,6
CCOC(=O)c1sc(NC(=O)CSc2nncs2)c(C(=O)OCC)c1C,18,-12,12,4,-3.1,1,-1,7,20,3
CN(c1ccc(C(=O)N2CCN(c3ccccc3F)CC2)cc1)S(=O)(=O)c1ccccc1,-4,-8,3,-12,-0.9,-7,-10,4,-1,4
O=C(C1CCCO1)N1CCN(Cc2c(O)ccc3ccccc23)CC1 (centres undefined),-9,-13,-25,14,1.4,5,-2,0,11,1
Cc1ccc(C2=N/C(=C\N(C)C)C(=O)O2)cc1,94*,-2,-8,9,-0.2,1,2,-2,nt,-4
CC(=O)NC(Cc1cccc(F)c1)C(=O)NC1CCN(C(=O)Nc2ccccc2)CC1 (centres undefined),-2,12,nt,-7,-0.1,-1,-1,2,-8,-6
CC1(C)CC(=O)C2=C(C1)c1c(ccc3ccccc13)NC2c1ccc(Br)o1 (centres undefined),-3,-4,-9,4,-0.5,nt,-7,-2,nt,-3
Cc1ccc(OCC(=O)NNC(=O)Cc2ccc(S(=O)(=O)N3CCOCC3)s2)cc1,3,-8,8,4,0.9,-1,-15,-2,-2,3
Cc1ccc(O)c(C(=O)CC(=O)c2cccc(F)c2)c1,-5,8,-8,-9,0.4,nt,-6,4,nt,-3
CCc1nc(SCC(=O)N2CCCc3ccccc32)c2oc3ccccc3c2n1,nt,4,2,14,-0.6,-1,-5,-5,-8,-7
CC1CCN(C(=O)c2ccccc2NC(=O)Nc2ccccc2)CC1,6,-2,11,11,-6.2,-2,-10,-4,-1,5
CC(C)CCOc1ccc(C(=O)NCC(c2ccco2)N(C)C)cc1 (centres undefined),9,0,1,-11,1.5,19,-5,6,-1,0
CC1(C(=O)Nc2cccc(-n3cnnn3)c2)Cc2ccccc2C(=O)O1 (centres undefined),1,-20,-8,-1,0.6,4,-11,0,-4,1
CCNC(=S)/N=C(\N)Nc1nc(C)c2cc(C)ccc2n1,13,-6,57,9,-2.4,2,-17,-3,11,0
COc1cccc(N=C2SC(C(=O)Nc3ccc(F)cc3)CC(=O)N2C)c1 (centres undefined),3,6,33,-16,4.7,21,-2,7,nt,6
Cc1onc(-c2ccccc2)c1NC(=O)N(CCC#N)Cc1cccs1,1,-5,-17,-17,-2.2,0,-3,6,-1,0
Cc1c(C(=O)NC(Cc2ccccc2)c2nc3ccccc3[nH]2)cccc1[N+](=O)[O-] (centres undefined),19,-1,11,2,0.0,1,-13,-4,1,3
O=C(COc1cccc2c1CCN(Cc1ccc(Br)cc1)C2=O)NCc1ccco1,8,-8,3,3,0.7,2,-7,-1,-2,-3
CCc1c(C(=O)N/N=C/c2ccc(C)o2)csc1C,nt,-6,-7,-21,0.1,2,1,0,nt,4
Cc1cc(Oc2ccc(-c3nnc(-c4ccccc4)o3)cc2[N+](=O)[O-])ccc1Cl,12,-15,15,-11,-2.4,-2,2,3,5,-1
O=C(NNC(=O)C12CC3CC(CC(C3)C1)C2)c1ccccc1[N+](=O)[O-],-5,5,nt,2,-0.8,35,-8,-1,-3,-3
CCOC(=O)N1CCN(c2nnc(-c3ccc(C)cc3)c3ccccc23)CC1,-1,-12,28,-13,-0.4,4,-12,4,-3,-1
Cc1ccc(NC(=S)Nc2cccc3ccccc23)cc1,-13,-8,14,-16,-4.6,3,-7,4,7,4
COc1ccc(CCN=C(N)NS(=O)(=O)c2ccc(OC)c(OC)c2)cc1OC,0,1,-12,-7,-1.0,17,-5,-5,-2,3
COc1ccc2[nH]c3c(=O)n(CCCCC(=O)NCCN4CCCC4)c(=S)[nH]c3c2c1,8,-2,-11,-67,2.3,1,-12,1,-1,2
O=C(c1ccc(-c2cccc(C(F)(F)F)c2)o1)N1CCN(c2ccccc2)CC1,-4,2,-21,3,-2.4,-2,0,-1,-2,1
CC1(C)CN(c2ccc(Br)cc2Br)C1=O,6,-11,-20,-2,0.5,0,-3,1,-1,2
O=C(COC(=O)C1CCC1)c1c[nH]c2ccccc12,-12,-14,37,0,-0.2,7,-7,0,-2,-3
COc1ccc(NC(=O)c2ccc(S(=O)(=O)N3CCOCC3)o2)cc1,-4,-7,15,14,-1.8,-2,-2,-5,0,4

Continuation.
structure,MITF TRPM1 HTS,PvdQ acylase,SR-BI HDL uptake,HTR5A inv ctr,CDK5 p35 inh,NSD2 inh,dFosB activator,HTR5A ag ctr,Wnt act,V-ATPase pHluor
Cc1ccc(NCc2nnc(SCC(=O)c3ccccc3)o2)c(C)c1,nt,-11,-14,-14,0.4,0,-5,4,5,-4
CN(C)CCNc1ncnc2c1cnn2-c1ccc(Cl)cc1,62,9,nt,-16,3.0,nt,-15,6,16,0
C=CCn1c(=O)c2ccccc2n2c(SCC(=O)/C(C#N)=C(\C)N)nnc12,5&7,-9&-8,-22&-2,-1&-4,-0.7&-3.2,-1&2,-5&-4,0&3,2,1&-1
Cc1ccc(OCc2cc(C(=O)NC3CCCCC3)no2)cn1,-18,5,-6,-2,0.9,1,-6,2,-1,1
COCc1nc(-c2cc(OC)c(OC)c(OC)c2)no1,nt,-9,24,-13,-1.9,1,-3,4,-14,4
N=c1n(CCc2ccccc2)c2ccccc2n1Cc1ccccc1F,-52,-3,-10,-3,-1.3,13,-7,1,nt,1
CC(=O)OC(C(=O)N1CCOCC1)c1c(F)cccc1F (centres undefined),-6,-28,-26,14,-4.0,-1,-4,-6,-5,0
COc1ccc(OC)c(NS(=O)(=O)c2ccc3c(c2)C(C)(C)C(=O)N3C)c1,nt,-8,9,6,-0.4,nt,-11,-2,nt,0
CC1CCCN(C(=O)C2CCN(S(=O)(=O)c3cccs3)CC2)C1 (centres undefined),5,1,8,4,1.0,-1,4,-1,-1,2

Compound activity deposited in PubChem BioAssay by several laboratories.
